Screening results deposited in PubChem by National Center for Advancing Translational Sciences (NCATS).
GLP1R inv ag: qHTS of GLP-1 Receptor Inverse Agonists (Inhibition Mode) | HEK293 GLP-1R CRE-luciferase, luminescence, 24 h; GLP-1R form is constitutively active | Potency, µM (titrated, usually from 38.3 µM), inactives show at the highest dose activity change, negative = inhibition, actives largely listed as inhibitors | 410,000 compounds, 1.6% hits | Glucagon-like peptide 1 receptor (Homo sapiens), P43220; note: potency is the fitted concentration of half-maximal effect; % is set by controls: 0 for no effect and ±100 for the full control effect; nearly all actives have a fitted effect of over 55% in size
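Seeding at 200 cells/uL, 12 h culture, 24 hr compound treatment, then luciferase reagent and a luminescence read; cells are HEK293 stably expressing a constitutively active GLP-1R plus cAMP-responsive luciferase.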
PI5P4Ka inh: qHTS for Inhibitors of phosphatidylinositol 5-phosphate 4-kinase (PI5P4K). Phosphatidylinositol 5-phosphate 4-kinase type-2 alpha (Homo sapiens), P48426. PI5P4Kalpha enzyme, ADP-Glo luminescence, 60 min; hits give low values. max response, %. 330,000 compounds, 1.2% hits. AID 652105, 2013; active = max response of -50% or lower; inconclusive = between -30% and -50%; inactive = -30% or higher; note: value at the top dose of about 77 µM; % is set by controls: 0 for no effect and ±100 for the full control effect
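Enzyme plus substrate dispensed, test compounds pinned in, then ATP (5 microM final) added. After 60 min at RT, ADP-Glo reagent 1 for 45 min and reagent 2 for 30 min preceded luminescence imaging.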
PLK1 PBD inh: qHTS for Inhibitors of PLK1-PDB (polo-like kinase 1 - polo-box domain): Primary Screen; Serine/threonine-protein kinase PLK1 (Homo sapiens), P53350; Plk1 PBD binding of FITC phosphopeptide, fluorescence polarization; Potency, µM, without a hit: max response, negative = inhibition, actives largely listed as inhibitors; 360,000 compounds, 2.8% hits; note: potency is the fitted concentration of half-maximal effect; series mostly up to about 57 µM; % is set by controls: 0 for no effect and ±100 for the full control effect; nearly all actives have a fitted effect of over 65% in size
Target sequence (P53350 whole entry, looked up, the tested form may be a part): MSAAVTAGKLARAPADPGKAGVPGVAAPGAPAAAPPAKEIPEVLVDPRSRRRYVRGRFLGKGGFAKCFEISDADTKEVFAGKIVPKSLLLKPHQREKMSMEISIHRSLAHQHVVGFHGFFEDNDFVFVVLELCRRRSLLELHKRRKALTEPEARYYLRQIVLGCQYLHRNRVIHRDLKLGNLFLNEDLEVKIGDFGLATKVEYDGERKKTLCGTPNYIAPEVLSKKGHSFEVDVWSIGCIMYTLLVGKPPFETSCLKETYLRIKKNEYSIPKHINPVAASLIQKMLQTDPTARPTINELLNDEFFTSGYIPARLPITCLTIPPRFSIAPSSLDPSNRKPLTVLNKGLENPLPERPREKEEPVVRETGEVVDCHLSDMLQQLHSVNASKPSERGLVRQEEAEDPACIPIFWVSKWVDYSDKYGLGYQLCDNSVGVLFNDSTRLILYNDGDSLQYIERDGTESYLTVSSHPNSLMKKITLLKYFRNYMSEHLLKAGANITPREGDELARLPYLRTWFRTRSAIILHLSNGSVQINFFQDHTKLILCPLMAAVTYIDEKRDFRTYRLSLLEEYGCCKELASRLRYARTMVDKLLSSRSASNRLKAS
DRD3 antagonist: qHTS of D3 Dopamine Receptor Antagonist: qHTS | AID 652054, 2013 | D3R cells, DiscoveRx beta-arrestin luminescence, antagonist mode; hits give low values | D(3) dopamine receptor (Homo sapiens), P35462 | max response, negative = inhibition, % | 360,000 compounds, 2.5% hits; in the data active = max response below about -50%; inconclusive = no clear call, values can overlap the other calls; note: % is set by controls: 0 for no effect and ±100 for the full control effect; mostly tested at two doses, the higher about 12 µM
Target sequence (P35462 whole entry, looked up): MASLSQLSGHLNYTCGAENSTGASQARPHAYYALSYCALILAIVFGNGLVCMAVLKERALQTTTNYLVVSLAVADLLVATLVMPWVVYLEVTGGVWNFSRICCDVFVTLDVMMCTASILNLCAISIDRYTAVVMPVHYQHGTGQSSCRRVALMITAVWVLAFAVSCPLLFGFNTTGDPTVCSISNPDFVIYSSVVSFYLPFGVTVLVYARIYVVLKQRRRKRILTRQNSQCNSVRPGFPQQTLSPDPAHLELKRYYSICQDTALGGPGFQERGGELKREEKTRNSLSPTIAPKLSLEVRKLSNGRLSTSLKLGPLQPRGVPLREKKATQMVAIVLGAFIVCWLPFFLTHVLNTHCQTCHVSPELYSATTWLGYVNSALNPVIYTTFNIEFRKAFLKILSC
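Cells expressing the human receptor were seeded at 1500 cells/well, incubated overnight at 37 degrees C in 5% CO2, then exposed to library compounds with dopamine controls for 90 minutes at 37 degrees C before luminescent detection.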
D3 ag: qHTS of D3 Dopamine Receptor Agonist: qHTS; max activation, %; D3R DiscoveRx beta-arrestin cells, luminescence, 90 min; AID 652048, 2013; 410,000 compounds, 0.58% hits; in the data active = max activation above about 30%; note: 0% is about no effect; mostly tested at two doses, the higher about 12 µM
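Agonist-mode cell screen: cells plated at 1500/well and incubated overnight at 37 °C, then exposed to library compounds for 90 min at 37 °C. Detection reagent was added for 30–60 min at room temperature, and luminescence was read.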
IL-2 act: qHTS of IL-2 Activators | activation, % (series mostly up to about 46 µM) | IL-2 activation reporter assay, cell-based qHTS; stimulated with anti-CD3/CD4/CD28 beads; in transgenic mouse T cells | 360,000 compounds, 0.065% hits; in the data active = activation above about 50%; inconclusive = mostly about 30% to 49%; note: 0% is about no effect
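Unstimulated transgenic mouse T cells, 750 per well, received compound and, after 60 minutes, anti-CD3/anti-CD4 bead plus anti-CD28 stimulation. EGFP and DsRed were quantified after 18 hours.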
WRN inhibitor: qHTS for Inhibitors of WRN Helicase. Bifunctional 3'-5' exonuclease/ATP-dependent helicase WRN (Homo sapiens), Q14191. WRN helicase unwinding, fluorescent forked duplex, kinetic. Potency, µM (doses to about 114 µM), inactives show top-dose activity change, negative = inhibition, actives largely listed as inhibitors. 360,000 compounds, 0.46% hits. AID 651768, 2012; note: potency is the fitted concentration of half-maximal effect; % is set by controls: 0 for no effect and ±100 for the full control effect; nearly all actives have a fitted effect of over 55% in size
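Kinetic fluorescence helicase assay: unwinding of a quenched forked DNA duplex (100 nM final) with 2 mM ATP final raises red fluorescence (525/598 nm). Compounds sat 15 min at room temperature with 20 nM WRN beforehand.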
HEK293 tox: qHTS of GLP-1 Receptor Inverse Agonists: Cytotox Screen; Potency, µM (doses to about 38.3 µM), for the others: at the top dose activity change, negative = inhibition, usual class: inhibitors; HEK293 cAMP-luciferase reporter cells, luminescence, 24 h; 410,000 compounds, 0.13% hits;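 note: loss of luciferase light is scored as toxicity; potency is the fitted concentration of half-maximal effect; % is set by controls: 0 for no effect and ±100 for the full control effect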
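Compound-treated cells are incubated 24 hr at 37 deg C under 5% CO2 after a 12 hour attachment period, then luciferase detection reagent is added and luminescence is measured following 12 min at room temperature; lowered signal indicates toxicity.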
GLP1R ag: qHTS of GLP-1 Receptor Agonists | Glucagon-like peptide 1 receptor (Homo sapiens), P43220 | HEK293 GLP-1R CRE-luciferase, luminescence, 4-6 h; cells express a hypersensitive GLP-1R form | Potency, µM (doses to about 45.6 µM), inactives show at the highest dose activation, most hits filed as activators | 380,000 compounds, 0.007% hits; note: potency is the fitted concentration of half-maximal effect; % of control where 0% means no effect
* hit, by the source's call; ? = inconclusive; · = no result given; & = joins results of further samples; [ ] = another dose, or the depositor's remark. Unless noted, calls come from the whole dose curve; as a rule, active = well fitted curve in the direction sought with a large enough effect; inconclusive = small, poorly fitted or top-dose-only effect, or another doubt; inactive = no such curve, though single readings can be large; an effect the other way counts as inactive or inconclusive.

SMILES	GLP1R inv ag	PI5P4Ka inh	PLK1 PBD inh	DRD3 antagonist	D3 ag	IL-2 act	WRN inhibitor	HEK293 tox	GLP1R ag
COCCNC(=O)c1cc(S(=O)(=O)N2CCC3(CC2)OCCO3)ccc1F	14.0%	1.2	-2.5%	-21.1	-4.7	-0.3	6.3%	3.0%	-3.6%
CC(C)CCC1(CCO)C(=O)N=C(N)NC1=O (centres undefined)	6.7%	-1.4	5.0%	17.4	2.6	1.2	-2.4%	5.2%	2.3%
CCCC(=O)NC(c1ccco1)c1cc([N+](=O)[O-])c2cccnc2c1O (centres undefined)	-15.6%	-22.8	?	?	4.9	16.9	-8.3%[57.1 µM]	6.0%	0.3%
N#Cc1ccsc1NC(=O)COC(=O)c1ccc(NC(N)=O)cc1	25.4%	-28.9	-12.2%	0.0	-4.5	-2.2	-17.9%	-8.9%	-0.8%
CCOC(=O)CC(c1ccc(N)cc1)n1c(C)ccc1C (centres undefined)	71.6%[activator]	-4.5	-8.0%	?	-4.6	-3.2	6.3%[57.1 µM]	8.8%	3.2%
CCN(CC)c1ccc(C(=O)OCC(=O)Nc2cc3oc4ccccc4c3cc2OC)cc1	1.5%	3.1	-6.1%	-1.4	3.6	-5.0	-5.8%	2.4%	-0.1%
CN(Cc1nc(C(c2ccccc2)c2ccccc2)no1)CC1COCCO1 (centres undefined)	?	25.7	-6.9%	13.0	3.7	2.3	-9.0%[57.1 µM]	2.4%	2.1%
COc1cc(/C=N/N2C(=O)C3C4C=CC(CC4)C3C2=O)ccc1O (centres undefined)	29.1%	0.0	-5.7%	-20.6	-4.8	-0.2	4.5%	-17.2%	7.7%
Cc1cc(C)nc(NS(=O)(=O)c2ccc(NCN3C(=O)c4ccccc4C3=O)cc2)n1	-5.4%	1.2	2.0%	19.8	-2.2	-0.1	-5.6%	4.4%	-4.5%
C(=N\Nc1nc(-c2ccccc2)cs1)/c1cccnc1	-40.7%	·	-13.5%	18.7	4.8	-1.6	-10.4%	-19.7%	-8.1%
Cc1cnc(CN(C)C(=O)CC2C(=O)NCCN2Cc2cccc(F)c2F)[nH]1 (centres undefined)	18.8%	0.5	0.2%	3.4	4.7	1.1	0.5%	13.7%	-6.9%
Cc1cc(NC(=O)CCCOc2ccc(Cl)cc2Cl)no1	0.0%	·	-1.8%	-8.9	7.0	0.8	3.7%	-9.8%	-7.2%
CCC(c1nnnn1-c1ccc2c(c1)OCCO2)N1CCN(C(C)=O)CC1 (centres undefined)	17.4%	-1.3	4.4%	8.0	-0.4	0.0	2.8%	3.1%	0.7%
Cc1ccc(C)c(NC(=O)CCC(=O)N/N=C2/CC(=O)CC(C)(C)C2)c1	11.5%	0.4	-12.0%	3.4	1.1	0.0	-6.8%	-0.8%	11.2%
COc1ccc(-c2cccc(NS(=O)(=O)c3ccccc3[N+](=O)[O-])c2)nn1	64.9%[activator]	-6.0	0.4%	6.2	0.3	-1.4	-5.2%	-3.9%	10.1%

Overlap with the part before: two compounds; new compounds follow.
SMILES	GLP1R inv ag	PI5P4Ka inh	PLK1 PBD inh	DRD3 antagonist	D3 ag	IL-2 act	WRN inhibitor	HEK293 tox	GLP1R ag
Cc1ccc(C)c(NC(=O)CCC(=O)N/N=C2/CC(=O)CC(C)(C)C2)c1	11.5%	0.4	-12.0%	3.4	1.1	0.0	-6.8%	-0.8%	11.2%
COc1ccc(-c2cccc(NS(=O)(=O)c3ccccc3[N+](=O)[O-])c2)nn1	64.9%[activator]	-6.0	0.4%	6.2	0.3	-1.4	-5.2%	-3.9%	10.1%
O=C(N=C1SC2CS(=O)(=O)CC2N1Cc1ccccc1)C1CCCCC1 (centres undefined)	-6.1%	-4.9	-3.1%	-6.3	-3.2	-2.2	2.6%	-5.8%	-2.6%
O=C1CS/C(=N/N=C/c2ccc(OS(=O)(=O)c3ccccc3)cc2)N1	6.5%[7.66 µM]	-10.2	1.9%	9.7	7.2	-0.3	5.1%	-1.0%[7.66 µM]	0.6%
O=C1CCCc2ccccc2N1Cc1c(Cl)cccc1Cl	?	11.9	-2.1%	-13.4	0.0	-0.4	-11.9%	9.1%	-14.8%
COc1cc(/C=N/NC(=O)c2ccncc2)ccc1OCCN1CCCCC1	24.0%	-3.5	-5.4%	-11.3	-8.9	-4.5	-27.6%	0.6%	0.5%
Cc1cc(C(=O)N2CCCC(N3CCN(c4cccc(C(F)(F)F)c4)CC3)C2)nn1C (centres undefined)	-11.9%	1.9	-9.6%	0.8	-8.8	-0.9	-4.4%	-3.4%	1.8%
N#Cc1cc(S(=O)(=O)c2ccccc2)c(N)[nH]c1=O	3.5%	-3.7	-2.1%	-19.2	-5.2	-2.6	14.5%	-2.4%	0.8%
CCOC(=O)c1c(C)oc2c1c1c(c3ccccc32)OCN(Cc2cccnc2)C1	-6.0%	-22.1	4.74µM*	22.0	2.4	-1.0	-32.2%	3.8%	-30.9%[inhibitor]
CCCCNC(=O)c1ccc(CNc2c(N3CCC(C(=O)OCC)CC3)c(=O)c2=O)cc1	13.9%&10.7%	-1.8	2.4%&3.4%	3.5&13.6	-0.7&-1.7	-5.5&-3.1	8.3%&-3.8%	-7.4%&-7.4%	0.7%&3.6%
CC1(C)CC(N2CCCCC2)=CC(=[N+]2CCCCC2)C1	6.8%[0.307 µM]	-4.8	-2.5%	0.0	1.5	-0.6	5.5%	8.8%[0.307 µM]	-3.3%
Cn1nc(C(=O)Nc2ccccc2N2CCCC2)c2ccccc2c1=O	1.0%	2.6	3.9%	50.1	0.6	-0.4	-9.6%	24.0%	20.8%
O=C(Cc1ccccc1)OCC(=O)c1cccc([N+](=O)[O-])c1	3.3%	-3.2	-4.9%	2.1	-8.9	0.8	1.4%	-3.4%	-1.1%
C[C@H](CO)N1C[C@H](C)[C@@H](CN(C)Cc2ccncc2)OCc2cnnn2CCCC1=O	6.7%	-1.0	-3.4%	-7.6	-1.9	0.6	7.5%	-26.0%	0.8%
Cc1c(NC(=O)NC(C)N2C(=O)C3C4C=CC(C4)C3C2=O)c(=O)n(-c2ccccc2)n1C (centres undefined)	5.6%	-4.8	3.7%	2.6	2.4	0.3	6.1%	-0.1%	-11.5%
COc1ccccc1CN1CCN(Cc2ccc3ccccc3c2)CC1	?	0.0	-6.7%	-89.8*	-1.9	-0.7	7.0%	-17.8%	3.7%
Cc1cc(NC(=O)CSc2nnc(COc3cccc(C)c3C)n2Cc2ccco2)no1	0.0%	·	4.7%	18.8	8.4	1.2	6.8%	-16.9%	-3.3%
Cc1cccc2c1N(CCCOc1ccccc1)C(=O)C2=O	-17.5%	7.2	?	-50.2*	-9.8	-0.4	-4.0%	3.6%	8.6%
COc1cccc(C2CC3(CC(C)(C)NC(=S)N3)Oc3cc(O)ccc32)c1 (centres undefined)	-3.7%	1.1	-13.7%	-28.6	-2.3	-0.4	-4.8%	-20.3%	-40.7%[inhibitor]
Cc1occc1C(=O)Nc1cccc([N+](=O)[O-])c1C	-9.6%	3.2	-7.4%	0.4	-0.7	-2.6	2.9%	-10.8%	2.8%
COc1ccc(C2=Nn3c(nnc3-c3ccco3)SC2)cc1	9.9%	0.2	-2.7%	-28.5	-1.7	-0.9	-5.4%	-41.0%	?
CCOC(=O)Nc1ccc(S(=O)(=O)Nn2cnnc2)cc1	10.7%	·	-1.0%	14.0	-0.5	-1.6	-9.9%[57.1 µM]	-0.5%	-2.1%
CCOc1ccc(Cl)cc1-c1cc(C(=O)NC(C)C)[nH]n1	14.9%	-1.3	4.7%	5.1	2.7	0.8	4.2%	3.1%	7.6%
O=C(COc1ccccc1)Nc1nc2cc3c(cc2s1)OCCO3	32.0%[activator]	-0.7	-7.2%	0.8	-1.1	-1.9	8.2%	-10.8%	0.0%
CNC(=O)c1ccc(NC(=O)CC2SC(N3CCCC3)=NC2=O)cc1 (centres undefined)	8.6%	6.5	-0.8%	0.2	1.2	-0.3	2.5%	-0.9%	-1.4%
O=C(CCn1cnnn1)Nc1ccc(Cl)c(Cl)c1	?	-5.3	-2.7%	2.9	2.2	-1.7	-16.0%[57.1 µM]	-2.0%	4.6%
Oc1c(C=C2N=c3ccccc3=N2)sc(=S)n1-c1ccc2ccccc2c1	1.0%	0.9	-26.1%	-19.9	2.5	-1.3	4.0%	-5.6%	-0.9%
CCn1c2ccccc2c2cc(NS(=O)(=O)c3ccc(C)cc3)ccc21	?	0.2	3.8%	-4.7	3.5	-1.0	-3.1%	?	-6.3%
CCCc1c(C(=O)N/N=C/c2ccc(OCc3ccccc3)cc2)nnn1-c1nonc1N	16.5%	4.7	-1.4%	43.9	7.1	-0.8	6.4%	-1.4%	3.1%
COc1ccc(-n2c(Cc3cccn3C)nnc2SCC(=O)NCc2ccco2)cc1	-20.5%	3.8	?	-10.9	0.3	-1.0	3.9%[11.6 µM]	1.6%	-3.8%
CCOC(=O)c1cnc(SCC(=O)Nc2cc(C(F)(F)F)ccc2N2CCOCC2)nc1N	0.9%	-4.5	-10.2%	27.1	1.9	0.9	11.9%	-25.5%	-0.2%
O=S(=O)(c1ccc2ccccc2c1)N1CCN(S(=O)(=O)N2CCOCC2)CC1	-6.8%	-1.5	-4.0%	-8.6	4.5	0.3	-8.4%	-5.4%	-3.4%
CCN(CC)c1ccc(C(=O)c2ccccc2C(=O)O)c(O)c1	-1.9%	·	-5.9%	23.9	0.1	1.7	-9.3%	4.2%	-6.1%
